# Assay outcomes as filed in PubChem BioAssay.
# tuberculosis growth – growth inhibition of non-replicating M. tuberculosis (AID 488890); Mycobacterium tuberculosis non-replicating, growth inhibition; higher % means a stronger effect; inhibition, % at 25 µM, or IC50 in µM where a hit was titrated; actives 0.39% (n = 320,000); in the data active = a potency from the dose series; inconclusive = inhibition mostly from about 82% at the one dose, without a potency; inactive = the rest, 99 in 100 with inhibition below about 76%;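 also: plate controls were DMSO cells for no effect and high antibiotic wells for full effect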
# influenza NS1A – H1N1 influenza NS1A inhibitors, functional cell based assay (AID 504329); NS1A functional cell-based assay, percent inhibition; higher % means a stronger effect; inhibition, % at 12.5 µM, or IC50 in µM where a hit was titrated; actives 0.3% (n = 340,000); in the data active = a potency from the dose series; inconclusive = inhibition above about 27% without an active follow-up result; also: strong numbers were not always called active
# inhibitors of VEEV – inhibitors of VEEV TC-83 cytopathic effect, confirmation, Vero cells (AID 588727). Vero cells, VEEV TC-83 cytopathic effect inhibition; higher % means a stronger effect. inhibition, % at 20 µM; hits with a dose series show IC50 in µM. actives 0.13% (n = 350,000); in the data active = a potency from the dose series; inconclusive = inhibition mostly from about 14% at the one dose, without a potency; inactive = the rest, 99 in 100 with inhibition below about 12%; also: strong numbers were not always called active
# H37Rv inhibition – M. tuberculosis growth inhibition, HTS (AID 449762); inhibition, % at 25 µM; hits with a dose series show IC50 in µM; actives 0.59% (n = 330,000); M. tuberculosis H37Rv growth inhibition, 7H9 media; higher % means a stronger effect; in the data active = a potency from the dose series; inconclusive = inhibition above about 70% without an active follow-up result;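 also: bacterial growth assessed after seven days of incubation; strong numbers were not always called active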
# Salmonella PhoP GFP – PhoP regulon inhibitors, Salmonella typhi PhoP promoter GFP reporter, confirmatory (AID 1850). Salmonella Typhi PhoP-promoter GFP reporter, fluorescence, 4 h; higher % means a stronger effect. inhibition, % at 50 µM, or IC50 in µM where a hit was titrated. actives 0.33% (n = 310,000); in the data active = a potency from the dose series; inconclusive = inhibition mostly from about 25% at the one dose, without a potency; inactive = the rest, 99 in 100 with inhibition below about 19%;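 also: 0% = induced wells with vehicle and 100% = uninduced wells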
# An asterisk follows results filed as active; i = inactive; ? = inconclusive; . = not tested or not shown; & = joins results of further samples.
Molecule	H37Rv inhibition	Salmonella PhoP GFP	tuberculosis growth	inhibitors of VEEV	influenza NS1A
CN(C)CCN(C)Cc1c2ccccc2c(CN(C)CCN(C)C)c2ccccc12	0.9%	-71.2%	43.8%	1.1%	-1.9%
O=C(NC1CC1)C1CCN(c2ccc(S(=O)(=O)N3CCOCC3)cc2Cl)CC1	-8.8%	-1.3%	-5.0%	0.4%	-6.3%
O=C(CSc1cccc2cccnc12)Nc1ccccc1F	-2.1%	-10.7%	5.8%	0.1%	6.5%
Cc1ccc(-c2c(C#N)c(N)nc3c2CCCCCC3)o1	21.5%	-12.8%	15.6%	i	-4.0%
O=C(C1CCN(Cc2ccc(F)cc2)CC1)N(CCO)Cc1ccccc1	-4.5%	1.4%	19.8%	0.2%	-4.2%
Cc1c(C(=O)N2CCN(CCc3ccccn3)CC2)oc2ccc(F)cc12	0.3%	-3.0%	-2.8%	1.1%	-0.4%
COc1ccc(NC(=O)CNCCC2=CCCCC2)cc1	-0.3%	-8.0%	7.0%	i	-5.5%
Cc1ccc(S(=O)(=O)N2CCN(C(=O)c3cc(=O)[nH]c4ccccc34)CC2)c(C)c1	?	-5.5%	31.3%	4.7%	5.8%
O=C(COc1ccc(Cl)cc1)NCCS(=O)(=O)N1CCN(c2ccccc2F)CC1	-0.5%	-1.5%	10.0%	0.6%	0.3%
CCOc1ccc(NC(=O)C2CCCN(S(=O)(=O)c3ccc4c(c3)CCCN4C(C)=O)C2)cc1 (stereo not drawn)	6.1%	-3.2%	-0.7%	2.1%	-1.9%
CCOc1cc(NC(=S)NCCCN2CCOCC2)c(OCC)cc1NC(=O)c1ccccc1	-0.8%	7.2%	10.5%	0.7%	-0.6%
CCN(Cc1ccccc1)C(=O)c1nn(-c2ccc(OC)cc2)c(=O)c2c1c1ccccc1n2C	14.8%	-3.2%	28.6%	12.7%	0.7%
CN(C)c1cc(Nc2cccc(O)c2)c([N+](=O)[O-])c2nonc12	5.6%	5.2%	2.4%	i	-2.6%
Clc1ccc2c(c1)C(c1ccccc1Cl)=NCc1nnc(N3CCN(CCSc4ccccc4)CC3)n1-2	?	4.5%	24.1%	2.1%	-7.1%
N#Cc1nc(Cc2cccc3ccccc23)oc1NCCN1CCCCC1	-5.8%	3.2%	35.7%	0.9%	6.4%

# Following part
Molecule	H37Rv inhibition	Salmonella PhoP GFP	tuberculosis growth	inhibitors of VEEV	influenza NS1A
CCOC(=O)N1CCC(=C2c3ccc(Cl)cc3CCc3cccnc32)CC1	2.7%	-5.9%&-5.5%	9.2%	5.2%	5.6%
COc1cccc(-n2c([S-])c(C(=O)Nc3ccc(S(=O)(=O)N4CCOCC4)cc3)[n+]3cc(C(N)=O)ccc23)c1	0.2%	5.1%	3.2%	i	-5.3%
COc1ccc(NC(=O)N(C)C[C@H]2Oc3c(NC(=O)NC(C)C)cccc3C(=O)N([C@H](C)CO)C[C@@H]2C)cc1	5.7%	.	10.5%	0.0%	11.3%
Cc1ccc(Cl)cc1NC(=O)CCC(=O)O	-10.5%	6.5%	-4.0%	i	9.3%
Cc1cccc(-n2ncc3c2CCCC3NC(=O)c2ccc[n+]([O-])c2)c1C (stereo not drawn)	4.7%	-31.4%	-11.0%	i	-2.6%
O=C(N/N=C/c1ccc(OC(=O)c2ccccc2)cc1)c1ccc(CN2CCOCC2)cc1	-0.4%	-6.2%	-2.5%	2.3%	-10.3%
O=C(CN1CCC(C(O)(c2ccccc2)c2ccccc2)CC1)Nc1ccccc1	-2.1%	16.5%	37.0%	6.0%	12.4%
COc1ccc2oc(C(=O)OCC(=O)NC(=O)c3ccccc3)c(C)c2c1	-16.8%	-3.9%	-9.6%	7.8%	-2.9%
O=C(NC1CCc2ccccc21)c1cc(COc2c(F)cccc2F)on1 (stereo not drawn)	-2.3%	0.3%	9.4%	1.7%	-15.8%
CCCc1ccc2oc(C(=O)N3CCC(C(N)=O)(N4CCCCC4)CC3)c(C)c2c1	5.6%	-5.1%	30.8%	i	-1.2%
CC(C)CN(C(=O)COC(=O)c1ccccn1)c1c(N)n(Cc2ccccc2)c(=O)[nH]c1=O	-2.4%	12.3%	.	1.9%	-15.8%
Cc1nc(-c2ccccc2)cn(O)c1=O	.	.	.	i	-15.5%
CC(C)(C)OC(=O)N1CCC[C@H]1C(=O)N/N=C/c1cccc2cccnc12	-8.0%	5.9%	19.4%	3.5%	4.1%
c1ccc(-c2nnc(-c3ccccn3)c(-c3ccccn3)n2)nc1	0.7%	7.6%	.	?	.
O=C(COC(=O)c1cncc(Br)c1)Nc1ccc2c(c1)OCO2	3.0%	-10.2%	76.5%	1.5%	-4.0%

# Full records as entered above.
# COc1cccc(-n2c([S-])c(C(=O)Nc3ccc(S(=O)(=O)N4CCOCC4)cc3)[n+]3cc(C(N)=O)ccc23)c1 in the list: H37Rv inhibition: 0.2%; Salmonella PhoP GFP: 5.1%; tuberculosis growth: 3.2%; inhibitors of VEEV: i; influenza NS1A: -5.3%
# O=C(COc1ccc(Cl)cc1)NCCS(=O)(=O)N1CCN(c2ccccc2F)CC1 in the list: H37Rv inhibition: -0.5%; Salmonella PhoP GFP: -1.5%; tuberculosis growth: 10.0%; inhibitors of VEEV: 0.6%; influenza NS1A: 0.3%
# Clc1ccc2c(c1)C(c1ccccc1Cl)=NCc1nnc(N3CCN(CCSc4ccccc4)CC3)n1-2 in the list: H37Rv inhibition: ?; Salmonella PhoP GFP: 4.5%; tuberculosis growth: 24.1%; inhibitors of VEEV: 2.1%; influenza NS1A: -7.1%

# (continued)
Molecule	H37Rv inhibition	Salmonella PhoP GFP	tuberculosis growth	inhibitors of VEEV	influenza NS1A
CC(=O)Nc1ccc(NC(=O)C(C)OC(=O)c2cccc(S(=O)(=O)N3CCCCCC3)c2)cc1 (stereo not drawn)	0.0%	-0.2%	-0.9%	2.4%	9.8%
O=C(NC(NC(=S)N1CCOCC1)C(Cl)(Cl)Cl)c1ccc(Cl)cc1 (stereo not drawn)	4.1%	-4.6%	67.2%	0.5%	0.3%
O=[N+]([O-])c1ccccc1N/N=C\c1ccccc1Cl	9.2%	4.2%	8.2%	0.6%	1.0%
CSc1nnc(-c2cccc(NC(=O)c3ccccc3)c2)n1C	-9.3%	3.1%	5.4%	i	.
C=CC[C@@H](CC(=O)NCCO)C(=O)N[C@@H](COC(=O)[C@@H](CC=C)CC(=O)OC(C)(C)C)Cc1ccccc1	1.7%	.	5.8%	8.2%	5.7%
CCOC(=O)NC(=O)/C(C=Nc1ccc(Cl)c(Cl)c1Cl)=C(\C)O	9.2%	-10.6%	-1.4%	i	-4.0%
O=C(CNC(=O)C(c1ccccc1)c1ccccc1)N/N=C/c1ccc(O)c([N+](=O)[O-])c1	-1.7%	-3.3%	37.1%	i	26.5%
CC(C)N(C(=O)Cn1cnc2cc([N+](=O)[O-])ccc2c1=O)C(C)C	-0.1%	-14.2%	-4.6%	.	.
N#Cc1c(N)n(-c2ccccc2N)c2nc3ccccc3nc12	-4.1%	-9.2%	6.7%	i	0.2%
Cc1ccccc1C(=O)N1CCC(C(=O)N2CCN(c3ncccn3)CC2)CC1	-0.3%	.	-13.8%	2.8%	-5.4%
C=CCOC(=O)C1=C(C)NC(=S)NC1c1cccs1 (stereo not drawn)	4.3%	-5.2%	4.8%	i	-17.3%
O=c1c2ccccc2nc2n1C(CSc1ccc(F)cc1)CN2 (stereo not drawn)	-6.6%	1.2%	-10.9%	0.2%	-4.0%
Clc1cccc(Nc2nc(-c3cccnc3)cs2)c1	5.0%	-7.0%	6.9%	1.3%	-1.6%
COc1cc(/C=C/C(=O)Nc2ccc(N3CCCCC3)c(S(=O)(=O)Nc3ccccc3Cl)c2)cc(OC)c1OC	-12.0%	-13.7%	-7.4%	6.2%	-0.9%
COc1cccc(Oc2cc(Cl)nc(N)n2)c1	2.1%	-9.4%	23.9%	0.3%	-2.4%

# A draw from above in order of count of non-hydrogen atoms, falling:
Molecule	H37Rv inhibition	Salmonella PhoP GFP	tuberculosis growth	inhibitors of VEEV	influenza NS1A
O=C(CNC(=O)C(c1ccccc1)c1ccccc1)N/N=C/c1ccc(O)c([N+](=O)[O-])c1	-1.7%	-3.3%	37.1%	i	26.5%
Cc1ccccc1C(=O)N1CCC(C(=O)N2CCN(c3ncccn3)CC2)CC1	-0.3%	.	-13.8%	2.8%	-5.4%
C=CCOC(=O)C1=C(C)NC(=S)NC1c1cccs1 (stereo not drawn)	4.3%	-5.2%	4.8%	i	-17.3%

# The list goes on:
Molecule	H37Rv inhibition	Salmonella PhoP GFP	tuberculosis growth	inhibitors of VEEV	influenza NS1A
COc1ccc(Cl)cc1NC(=O)NCC1CCN(Cc2cc(C)ccc2C)CC1	?	-4.6%	?	10.1%	-1.2%
O=C(OCc1nnc(-c2ccc(Cl)cc2)o1)c1ccc(O)cc1	45.7%	0.3%	23.6%	2.8%	-2.3%
COc1ccc(/C=C/C(=O)OCC(=O)N2CC(=O)Nc3ccccc32)cc1	.	-6.2%	21.4%	1.0%	-6.5%
CC1(C)CC(=O)C2(CC3=C(CC(C)(C)CC3=O)O2)C(=O)C1	-3.9%	-0.7%	-4.8%	1.0%	0.6%
Cc1ccc(N(C(=O)c2ccn[nH]2)C(C(=O)NC2CCCC2)c2cccs2)cc1 (stereo not drawn)	-0.1%	-14.7%	8.4%	.	.
CCn1ccnc1CN(C)Cc1nc(-c2ccc3c(c2)OCO3)no1	-1.6%	9.2%	41.6%	0.5%	9.4%
COc1ccc(OC)c(/C=N/NC(=O)c2cc[n+](CC(=O)c3ccccc3)cc2)c1	?	13.2%	58.0%	i	13.4%
COc1ccc(-n2cc(CNCCc3ncc(C)[nH]3)c(-c3ccccc3Cl)n2)cc1	?	13.6%	43.0%	1.0%	.
Cc1ccc(N/C(N)=N/c2nc(CSc3nnc(N)s3)cc(=O)[nH]2)cc1	7.9%	0.6%	2.1%	0.7%	-8.3%
CCOC(=O)C1=C(COC(=O)c2cc(S(=O)(=O)N3CCOCC3)ccc2F)NC(=O)NC1C (stereo not drawn)	.	.	.	0.3%	-3.0%
CSc1ccccc1NC(=O)Cc1ccccc1[N+](=O)[O-]	2.0%	3.5%	-3.9%	1.2%	4.2%
Cc1ccccc1C(=O)Nc1cccc(NC(=O)Cn2cnc3c(=O)n(C)c(=O)n(C)c32)c1	-4.4%	4.3%	-0.9%	1.3%	-2.7%
O=[N+]([O-])c1ccc(Cl)c(S(=O)(=O)/N=C(/Nc2cccnc2)c2ccccc2)c1	8.9%	.	15.1%	3.4%	-1.4%
O=C(CCc1nc2ccccc2c(=O)[nH]1)OCC(=O)N1CCN(S(=O)(=O)c2ccccc2)CC1	2.2%	3.3%	7.9%	0.9%	5.2%
CC(C)(C)n1nc2c(c1NC(=O)c1ccc([N+](=O)[O-])cc1)CS(=O)(=O)C2	0.0%	0.3%	-2.7%	1.2%	7.5%

# The list goes on.
Molecule	H37Rv inhibition	Salmonella PhoP GFP	tuberculosis growth	inhibitors of VEEV	influenza NS1A
C/C(=N\Nc1nc2ccccc2s1)c1ccc2c(c1)OCO2	?	-7.1%	63.7%	2.5%	9.6%
CC(=O)c1ccc(NC(=O)CCc2nnc3ccc(N4CCCC4)nn23)cc1	-11.8%	-4.0%	-18.6%	0.2%	4.0%
O=C(CN1CC=C(c2ccccc2)CC1)Nc1cc(Cl)ccc1Cl	9.5%	-6.5%	-0.7%	0.1%	5.6%
O=C(NCc1ccccc1F)C1CCC(=O)N(Cc2ccc(Cl)cc2)C1 (stereo not drawn)	-6.1%	-0.4%	11.7%	0.1%	7.0%
ON=C1c2ccccc2-c2ccc(Br)cc21	.	.	.	8.5%	-16.7%
Cc1cc(NC(=O)c2ccc3c(c2)C(=O)N(C)C3=O)no1	-2.4%	-5.5%	5.8%	1.7%	3.7%
Cc1[nH]nc(SCC(=O)NCCc2ccccc2)c1[N+](=O)[O-]	2.5%	1.6%	-9.4%	8.5%	-10.1%
O=C(NCc1ccco1)C(c1ccccc1)N(C(=O)Cc1cccs1)c1ccccc1F (stereo not drawn)	-12.9%	-9.8%	2.8%	8.9%	2.3%
COc1ccc2c(c1OC)C(=O)N1C2SC[C@H]1C(=O)NCCC(C)C (stereo partly drawn)	-2.5%	5.8%	1.8%	0.7%	-17.9%
CCN(CC)C(=O)C1CCCN(Cc2cccc(Oc3ccccc3)c2)C1 (stereo not drawn)	-0.3%	2.2%	18.7%	2.2%	9.7%
Cc1ccc(S(=O)(=O)CCC(=O)Nc2cccc(Cl)c2)cc1	6.7%	-20.2%	27.8%	1.9%	2.5%
CC(=O)Nc1c(O)nc(SCc2ccccc2C#N)[nH]c1=O	0.6%	-6.7%	-9.5%	i	-4.4%
CC(=O)N1CCOc2ccc(S(=O)(=O)NCc3ccc(Cl)cc3)cc21	5.0%	-3.7%	-0.4%	i	-0.2%
O=C(NC1CCN(C(=S)Nc2ccc(Cl)cc2)CC1)c1ccco1	0.0%	5.7%	6.3%	1.2%	-1.5%
